Dynein transport: blocks dynein driven cargo transport along microtubules; 3617.4 mouse cells, GR-EGFP nuclear translocation imaging; test concentration mostly 20 µM; stimulated with dexamethasone, 1 µM; active compounds read low; z-score, hits read low; hit rate 0.47% among 220,000;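 active = plate z-score of nuclear minus cytoplasmic receptor signal below a set negative limit, without overly bright fluorescence or cell loss, cut at about -3.5 in these data, passing the limit was not always enough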;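 note: z-score of nuclear minus cytoplasmic ring GR-EGFP intensity difference per well; some compounds called inactive have numbers as strong as hits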
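Buffer or medium: tet-free medium with charcoal-stripped serum / Also added: dexamethasone agonist, 1.0 µM final, for 30 min / Timing: induction 48 h, compound 1 h, agonist 30 min / Measured by: high-content fluorescence imaging after fixation / Read-out: nuclear-to-cytoplasmic GR-EGFP distribution per well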
P. falciparum M1AAP: malaria alanyl aminopeptidase activity blockers – biochemical, fluorogenic H-Leu-NHMec substrate, 1536-well (AID 1445) | one-dose inhibition, % at 30 µM; IC50 in µM for titrated hits | hit rate 0.42% among 220,000 | recombinant M1AAP, H-Leu-NHMec fluorogenic kinetic assay; higher % means a stronger effect;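 active = primary inhibition above the hit cutoff, then over 50% inhibition at one or more dose response concentrations, cut at about 23% in these data, passing the limit was not always enough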;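 note: plate controls were DMSO full reaction for no effect and no enzyme background for full effect; strong numbers were not always called active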
P. falciparum M17LAP: P. falciparum M17LAP inhibitors, primary screen, biochemical, fluorogenic H-Leu-NHMec substrate, 1536-well (AID 1619); recombinant M17LAP, H-Leu-NHMec fluorogenic kinetic assay; higher % means a stronger effect; inhibition, % at 30 µM; hits with a dose series show IC50 in µM; hit rate 0.38% among 220,000;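 active = compound inhibiting the enzyme by more than half at any dose during confirmatory dose-response retesting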;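 note: plate controls were full reaction with DMSO carrier for no effect and no enzyme background for full effect; strong numbers were not always called active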
UTI89 phage lysis: protection from phage-mediated lysis, alamar blue read-out – E. coli UTI89, K1F phage, bacterial capsule biogenesis inhibitors (AID 488966); E. coli UTI89 K1F phage lysis, alamar blue, 2 h; higher % means a stronger effect; one-dose inhibition, % at 100 µM; IC50 in µM for titrated hits; hit rate 0.02% among 340,000;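 active = phage lysis inhibition, versus mean bacterial control, above a set limit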;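 note: capsule biogenesis inhibitors block K1F phage lysis so surviving cells raise fluorescence; higher fluorescence means more inhibition of phage lysis; actives were called in the ten point dose series up to 300 µM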
MT stabilize HCS: microtubule stabilization, imaging screen. HeLa tubulin immunostaining HCS, 24 h; share of cells brighter than vehicle mean+2SD. % tubulin-high responders, % at 10 µM. hit rate 0.83% among 200,000;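 active = plate Z-score above 3 for both tubulin-high and condensed-nucleus cell shares, with cell loss under 80%, at 10 µM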;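 note: anti alpha tubulin signal scored within the nucleus-defined area of each cell; some results filed as inactive read as strong as hits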
Insulin prom up: MIN6 insulin promoter up-regulation. MIN6 insulin promoter-GFP reporter, high-content imaging; active compounds read high. z-score at 5 µM. hit rate 0.3% among 190,000. AID 1625;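 active = z-score above 3 at 5 µM with at least 500 cells counted in the well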
b-catenin transl: modulators of beta-catenin nuclear translocation | HeLa beta-catenin nuclear translocation, immunofluorescence imaging | nuclear translocation activity, % at 5 µM | hit rate 0.3% among 190,000 | AID 1665;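 active = nuclear translocation activity above 50% at 5 µM, with a well cell count of 50 or more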;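 note: per-cell ratio of nuclear to cytoplasmic median beta-catenin stain intensity; plate controls were DMSO negative control for no effect and GSK-3 inhibitor IX positive control for full effect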
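System: HeLa cells, endogenous beta-catenin; compound dosing: 5 µM primary single dose, 0.1% DMSO, 0.02–20 µM confirmation series; incubation: 24 h compound exposure at 37°C, 5% CO2; signal: beta-catenin immunofluorescence imaging with DAPI; evaluation: % activation, nuclear-to-cytoplasmic median beta-catenin signal ratio per cell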
Autophagy HCS: alters autophagy in cells | AID 463193 | calls only at 10 µM (by protocol) | hit rate 0.98% among 190,000 | MEF GFP-LC3 puncta imaging; test concentration mostly 10 µM;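 active = percentage of spot-positive cells more than 3 SD above its plate mean, without a fluorescence outlier flag or 80% toxicity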;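 note: spot-positive cell cutoff set from DMSO-treated cells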
ER stress rescue: rescue of cells from ER stress-induced death, primary screen, 384-well, CSM14.1, thapsigargin, ATP luminescence (AID 1222). CSM14.1 thapsigargin-induced death rescue, ATP luminescence; higher % means a stronger effect. cellular ATP content (survival), % at 20 µM; hits with a dose series show EC50 in µM. 190,000 tested, under 10 active;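 active = EC50 below 50 µM in the dose-response confirmation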;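 note: death triggered by thapsigargin at about 15 µM added after 2 h compound pretreatment; cell ATP read after overnight thapsigargin exposure of roughly 18 to 22 hours; normalized against plate controls of thapsigargin alone and 5% DMSO vehicle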
Dynein transport cytoplasmic EGFP: second read-out of Dynein transport, no call of its own (marks repeat the call); z-score; measured here: cytoplasmic GR-EGFP intensity; active compounds read high
Dynein transport nuclear GR-EGFP: also measured in Dynein transport; calls as there; z-score; measured here: nuclear GR-EGFP intensity;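 lower value marks the stronger effect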
Dynein transport cell count: recorded beside Dynein transport, whose call it bears; z-score; measured here: cell count per field
Insulin prom up cell count: recorded beside Insulin prom up, whose call it bears; cell count; measured here: cytotoxicity, nuclei count;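 total cells summed across four imaged fields per well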
b-catenin transl cell count 5 µM: recorded beside b-catenin transl, whose call it bears; cell count; measured here: cell count, cytotoxicity flag
MT stabilize HCS Hoechst-high %: also measured in MT stabilize HCS; calls as there; % Hoechst-high responders; measured here: nuclear condensation Hoechst responders;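 share of cells brighter than vehicle mean plus two SD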
MT stabilize HCS cytotoxicity %: second read-out of MT stabilize HCS, no call of its own (marks repeat the call); toxicity, %; measured here: cytotoxicity by cell density;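 0% = mean cell density of plate MIN control wells and 100% = no cells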
Autophagy HCS cell loss 18 h: recorded beside Autophagy HCS, whose call it bears; toxicity, %; measured here: cell loss, nuclei count;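 cell loss after 18 h compound exposure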
Numbers without * were called inactive; i = inactive; . = no result given; + = active, no number; [ ] = dose if it differs, or a comment.

SMILES | Dynein transport | Dynein transport cytoplasmic EGFP | Dynein transport nuclear GR-EGFP | Dynein transport cell count | P. falciparum M1AAP | P. falciparum M17LAP | UTI89 phage lysis | MT stabilize HCS | MT stabilize HCS Hoechst-high % | MT stabilize HCS cytotoxicity % | Insulin prom up | Insulin prom up cell count | b-catenin transl | b-catenin transl cell count 5 µM | Autophagy HCS | Autophagy HCS cell loss 18 h | ER stress rescue
CCN(CC)c1ccc(C(=O)N/N=C(\C)c2ccc(O)cc2)cc1 | -0.95 | -0.31 | -0.6 | 0.5 | 12% | 37% | 1.7% | 1.9 | 3.6 | 6.8 | -0.61 | 1333 | . | . | i | -1 | 0.8%
Brc1cc2c(cc1/C=N/Nc1nc(N3CCOCC3)nc(N3CCOCC3)n1)OCO2 | 0.19 | -0.18 | 0.26 | -0.28 | 15% | 10% | 1.6%[50 µM] | 1.9 | 2.5 | 14 | -0.78 | 1389 | -1.5 | 1191 | i | 2 | 4.0%
CCN1/C(=C2\SC(=S)N(Cc3ccccc3)C2=O)Sc2ccccc21 | 0.23 | 0.16 | 0.065 | -0.79 | 11% | 11% | -0.8% | 8.8 | 3.6 | 4.2 | -0.1 | 1313 | 0.5 | 1121 | + | 1.0* | -2.6%
CC(=O)c1ccc(NC(=O)c2ccccc2Sc2ncnc3sc(C)c(C)c23)cc1 | -0.13 | -0.3 | -0.32 | 0.4 | 5% | 12% | 0.2% | 3.3 | 3.8 | 3.2 | 0.54 | 1136 | -0.3 | 574 | i | 0 | 0.1%
C/C(=N\NC(=O)C(=O)Nc1cc(C)ccc1C)c1ccncc1 | 0.12 | -0.23 | 0.37 | -0.67 | 6% | -3% | 0.6% | . | . | . | -0.58 | 1062 | 1.8 | 1295 | . | . | .
Cc1cc(C)cc(N(C(=O)Cc2cccs2)C(C(=O)NC2CCCCC2)c2ccccn2)c1 (stereo unspecified) | -0.11 | -0.19 | -0.34 | 0.59 | 0% | 13% | 1.1% | 4.3 | 2.3 | 5.0 | 0.67 | 1598 | -0.1 | 1365 | i | -23 | -0.3%
CCOc1ccc(CN2CCN(Cc3cn(CC)nc3C)CC2CCO)cc1 (stereo unspecified) | 1.1 | -0.27 | 0.32 | -0.86 | 1% | -2% | 1.8% | 3.2 | 2.6 | 9.6 | 0.05 | 1443 | 2.9 | 1040 | i | 33 | -1.2%
COc1ccc2ccc(=O)oc2c1CC=C(C)C | -0.54 | -0.27 | 0.12 | 0.45 | 3% | 9% | 6.6% | 3.6 | 2.0 | 3.8 | -0.76 | 1369 | . | . | i | -7 | -5.7%
CCOc1ccc2c(c1)S/C(=C\c1cccs1)C(=O)N2 | 1.5 | 0.07 | 1.3 | -1.7 | 1% | -9% | 0.3% | . | . | . | 0.03 | 970 | 0.7 | 1290 | . | . | .
CCOc1cc(/C=N/n2cnnc2)cc(Br)c1O | -0.17 | -0.26 | -0.12 | 1.3 | 7% | 38% | -0.5% | 4.3 | 2.7 | 5.6 | -0.08 | 1199 | -1.4 | 1116 | i | -7 | -2.0%
CCOc1ccccc1NC(=S)NCC1CCCO1 (stereo unspecified) | -0.74 | -0.29 | -0.85 | 0.83 | 2% | -4% | 2.1%[50 µM] | 1.4 | 3.5 | 1.2 | 0.61 | 1341 | 0.2 | 945 | i | 0 | -3.1%
CCn1c(O)c(/C=C2\C=NN=C2c2ccccc2)sc1=S | 0.29 | -0.22 | 0.57 | -0.32 | 3% | 3% | -1.1% | . | . | . | -1.4 | 856 | -1.0 | 1319 | . | . | .
CC(C)CNC(=O)NC(=O)COc1ncnc2sccc12 | -0.049 | -0.2 | 0.8 | 0.19 | -5% | 34% | 2.8% | 2.3 | 1.6 | 6.5 | -0.35 | 1616 | -2.0 | 1390 | i | -31 | -0.7%
CC(=O)Nc1ccc(N=NN2CCOCC2)cc1 | -0.36 | 1.8 | 0.046 | 0.38 | 2% | 21% | -2.0% | 3.5 | 2.1 | 5.9 | -0.77 | 1183 | 0.2 | 1081 | i | 2 | -1.2%
NNC(=O)c1sccc1OCc1ccc(Cl)cc1 | -1.5 | 0.22 | -0.16 | 0.3 | 9% | 14% | 1.3% | 2.2 | 3.4 | 10 | 0.14 | 1023 | -6.9 | 1084 | i | 4 | -1.3%
N#CC1=C(N)Oc2cc(O)ccc2C1c1ccccc1 (stereo unspecified) | 0.78 | -0.21 | 0.67 | 0.48 | 0% | -5% | 0.1% | 3.4 | 1.3 | 0.7 | 0.13 | 1257 | 0.3 | 1039 | i | 10 | 0.8%
O=C(CSc1nc(-c2ccccc2)nc2ccc(F)cc12)Nc1ccc(C(=O)O)cc1 | -0.065 | -0.28 | 0.064 | 0.14 | 16% | 9% | -0.1% | 3.7 | 1.8 | 5.6 | 0.05 | 1157 | -1.1 | 1092 | i | 0 | -0.8%
O=C(NCc1cccc(Cl)c1)c1ccc2nc[nH]c2c1 | -0.98 | -0.27 | -0.77 | 0.27 | -8% | 9% | 3.5% | 3.4 | 2.9 | 1.4 | 0.13 | 1452 | -0.6 | 1080 | i | -3 | 0.1%
CC(C)c1ccc(C2CC(=O)N3CN(C)CSC3=C2C#N)cc1 (stereo unspecified) | -0.43 | -0.057 | -0.092 | 0.066 | 2% | -4% | -1.3% | 4.6 | 3.7 | 7.7 | -0.09 | 873 | . | . | i | 3 | -0.1%
CCOC(=O)NC(=S)Nc1c(C)n(C)n(-c2ccccc2)c1=O | -0.09 | -0.062 | 0.4 | -0.21 | 17% | 2% | 0.9% | 1.3 | 1.3 | 6.9 | -0.21 | 1670 | -3.1 | 1073 | i | -6 | -1.4%
Cc1cc(OCC(=O)Nc2ccncc2)cc(C)c1Br | 1.5 | -0.21 | 0.28 | -0.51 | 2% | 2% | 6.8% | 1.5 | 0.7 | 3.4 | 0.24 | 938 | . | . | i | 8 | 6.3%
CCOC(=O)c1ccc(NC(=S)NC(=O)c2nn(CC)cc2Br)cc1 | -0.049 | -0.2 | 0.16 | 0.089 | 0% | 4% | 0.8%[50 µM] | 2.4 | 2.7 | 4.7 | -0.03 | 1122 | 2.5 | 492 | i | -13 | -2.6%
CN(C)CCCNS(=O)(=O)c1ccc(Cl)s1 | 0.2 | -0.22 | 0.1 | -0.0049 | 1% | -1% | 1.4% | 2.2 | 1.3 | 0.7 | -0.01 | 1543 | -2.6 | 1024 | i | -24 | -1.4%
COC(=O)c1ccccc1NC(=O)c1ccc2c(c1)OCCO2 | 0.032 | -0.21 | -0.16 | -0.59 | 1% | 2% | 13% | 3.7 | 1.9 | 6.9 | -0.03 | 1283 | -0.1 | 1107 | i | 0 | -0.6%
CCCCOC(=O)Cn1c(=O)oc2ccc(C)cc21 | -0.8 | -0.13 | -0.16 | -0.25 | -4% | -11% | -0.5% | 5.0 | 2.1 | 9.2 | 0.24 | 1972 | -1.4 | 1167 | . | . | .
Clc1cccc(Nc2nc(-c3cccnc3)cs2)c1 | -0.53 | -0.26 | -0.37 | 0.95 | 1% | 22% | 0.2% | 2.0 | 2.4 | 7.3 | . | . | 1.1 | 1507 | i | -2 | 0.8%
O=C(c1ccc2[nH]c3c(c2c1)CCCC3)N1CCN(c2ccc(F)cc2)CC1 | -0.74 | -0.32 | -0.86 | 0.55 | 2% | -4% | 3.1%[50 µM] | 2.0 | 2.9 | 4.3 | 0.07 | 1295 | 0.4 | 1060 | i | -7 | 3.2%
CCCCn1c(NC(=O)C2CCCCC2)nc2ccccc21 | -0.32 | -0.36 | -0.2 | 0.52 | -16% | -6% | 0.2% | 1.0 | 1.5 | 0.7 | 0.43 | 899 | 0.9 | 929 | i | -3 | -0.6%
Cc1ccc(S(=O)(=O)n2nnc3ccccc32)c(C)c1C | 0.65 | -0.26 | 1 | 0.61 | 17% | 11% | 0.0% | 3.0 | 3.3 | 5.0 | -0.33 | 1741 | 1.2 | 997 | i | 5 | 0.5%
O=C(NCc1ccco1)c1cc(S(=O)(=O)N2CCOCC2)c(Cl)cc1Cl | -0.6 | -0.18 | -0.11 | 0.29 | 5% | -2% | -0.1% | 5.6 | 1.6 | 8.5 | 0.2 | 1312 | -6.4 | 1027 | i | 10 | 1.6%
O=C(NC(=S)Nn1cnc2c(cnn2-c2ccccc2)c1=O)c1ccc(Cl)cc1 | -0.75 | -0.21 | -0.33 | 0.12 | 4% | 12% | -0.1% | 4.6 | 2.5 | 6.0 | 0.51 | 1514 | 1.2 | 1107 | i | 13 | -1.5%
CC(=O)Nc1ccc(S(=O)(=O)N(C)CC(=O)Nc2ccccc2N2CCOCC2)cc1 | 0.22 | -0.3 | 0.13 | -0.37 | 6% | 1% | -0.1% | 2.1 | 1.4 | 12 | -0.58 | 1348 | -0.8 | 906 | i | 6 | 0.6%
O=C(COc1ccccc1)NC(=S)Nc1ccc(Br)cn1 | 0.42 | -0.31 | 0.17 | 1 | 2% | 0% | . | . | . | . | 0.14 | 1453 | -1.1 | 1182 | . | . | .
CCOc1nc2ccccc2cc1/C=C/C(=O)O | -1.1 | -0.13 | -0.73 | -0.53 | 8% | -12% | -0.1% | 1.5 | 1.7 | 7.3 | 0.11 | 1278 | -1.6 | 1106 | i | 13 | -2.0%

Compound activity from PubChem BioAssay.
